# Assay outcomes (PubChem)
# GPR7 antag – blocks human GPR7 receptor signaling | AID 1861 | inhibition, % at 4.4 µM | P48145 | GPR7-expressing cells, fluorescence antagonist assay | 290,000 tested, 1.1% active; in the data active = inhibition above about 16%, passing the limit was not always enough;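 also: cells stimulated with the agonist NPW; 0% = agonist with vehicle and 100% = vehicle without agonist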
# Target sequence (P48145 whole entry, looked up): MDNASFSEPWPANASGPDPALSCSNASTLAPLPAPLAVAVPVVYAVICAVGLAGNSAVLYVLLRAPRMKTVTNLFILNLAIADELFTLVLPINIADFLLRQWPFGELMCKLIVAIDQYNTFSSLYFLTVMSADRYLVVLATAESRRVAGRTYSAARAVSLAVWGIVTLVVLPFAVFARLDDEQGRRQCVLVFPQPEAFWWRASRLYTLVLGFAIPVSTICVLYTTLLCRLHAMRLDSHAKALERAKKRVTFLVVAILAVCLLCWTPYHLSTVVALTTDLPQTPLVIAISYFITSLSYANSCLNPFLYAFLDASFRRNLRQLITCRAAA
# MEKK2 mut-MEK5 – signal of MEK5 binding to mutant human MEKK2 PB1 domain; bead flow cytometry, Alexa488-MEK5 binding to MEKK2 mutant; percent response, % at 10 µM; 290,000 tested, 0.35% active; AID 1530; in the data active = percent response above about 24%, passing the limit was not always enough; also: inactives centre near 1; some results filed as inactive read as strong as hits; reference of the scale not given here
# OXTR ag – activates the human oxytocin receptor; P30559; activation, % at 3 µM; AID 2435; 320,000 tested, 0.32% active; CHO-OTR cells, Fluo-8 calcium fluorescence; normalized: DMSO 0%, oxytocin 100%;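 active = activation above the mean of all tested compounds plus 3 SD, cutoff set per screening run, cut at about 20% in these data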;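 also: peak over basal fluorescence ratio from a 100 s FLIPR kinetic read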
# Target sequence (P30559 whole entry, looked up): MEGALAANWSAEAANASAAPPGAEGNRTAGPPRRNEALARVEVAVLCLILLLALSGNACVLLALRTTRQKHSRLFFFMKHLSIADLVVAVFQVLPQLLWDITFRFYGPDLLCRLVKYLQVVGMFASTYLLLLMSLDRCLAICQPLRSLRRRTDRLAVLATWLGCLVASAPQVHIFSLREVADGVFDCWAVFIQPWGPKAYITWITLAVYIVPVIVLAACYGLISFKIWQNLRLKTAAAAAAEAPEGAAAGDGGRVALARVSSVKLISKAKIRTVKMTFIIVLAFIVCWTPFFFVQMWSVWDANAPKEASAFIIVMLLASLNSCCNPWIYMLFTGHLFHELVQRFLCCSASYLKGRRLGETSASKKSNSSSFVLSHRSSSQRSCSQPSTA
# NALP1 inh – inhibitors of NALP1 inflammasome in yeast; S. cerevisiae NALP1/ASC/caspase-1 growth, X-gal OD620, 72 h; inhibition, % at 10 µM; 280,000 tested, 0.61% active; in the data active = inhibition mostly above about 24%, no sharp cut-off; inactive = mostly below about 32%; also: some compounds called inactive have numbers as strong as hits
# MEKK3 PB1 HTS – raises or lowers MEK5 binding to the human MEKK3 PB1 domain. Q99759. bead-based flow cytometry, Alexa488-MEK5 binding to MEKK3; actives lie on both sides; 0 = blocked by unlabeled MEK5, 100 = vehicle. binding response (% of control), % at 10 µM. 290,000 tested, 1.4% active. AID 1529;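 active = binding response more than 3 SD above or below the average of its plate-row segment, actives on both sides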;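 also: Alexa488 bead fluorescence after subtracting the streptavidin-only scavenger bead signal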
# M18AAP inhibitor – PfM18AAP enzyme inhibition | recombinant PfM18AAP, H-Glu-NHMec fluorogenic cleavage | inhibition, % at 7.35 µM | 290,000 tested, 1.2% active | AID 1822;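 active = inhibition above the campaign mean inhibition over all tested compounds plus 3 SD, cut at about 28% in these data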;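 also: 0% = plate median of test compound wells and 100% = 2 mM ZnCl2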
# PHOSPHO1 inh – blocks human PHOSPHO1 phosphatase activity | Q8TCT1 | recombinant PHOSPHO1, absorbance phosphatase assay | inhibition, % at 13.3 µM | 290,000 tested, 1.1% active | AID 1565; in the data active = inhibition above about 60%
# Target sequence (Q8TCT1 whole entry, looked up): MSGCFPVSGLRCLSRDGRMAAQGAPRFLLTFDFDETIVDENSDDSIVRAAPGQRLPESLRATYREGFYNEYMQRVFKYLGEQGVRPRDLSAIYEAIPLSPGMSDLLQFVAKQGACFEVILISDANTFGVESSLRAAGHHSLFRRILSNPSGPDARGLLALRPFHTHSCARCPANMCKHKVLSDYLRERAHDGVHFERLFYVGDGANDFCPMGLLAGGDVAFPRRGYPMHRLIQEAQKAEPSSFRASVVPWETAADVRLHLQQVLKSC
# MEKK2 WT-MEK5 – raises or lowers MEK5 binding to wildtype human MEKK2 PB1 domain | Q9Y2U5 | bead flow cytometry, Alexa488-MEK5 binding to MEKK2 WT; actives lie on both sides | binding response (% of control), % at 10 µM | 290,000 tested, 1.1% active | AID 1531; in the data active = binding response below about 67% or above about 130%
# DNA FID counter – counter-screen for HCV NS3 helicase inhibitors: DNA intercalator displacement; AID 1845; 290,000 tested, 0.17% active; inhibition, % at 7.9 µM; DNA fluorescent intercalator displacement, fluorescence; in the data active = inhibition above about 37%;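 also: 0% = vehicle and 100% = reference compound; higher means more ethidium bromide displaced from hairpin DNA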
# * hit, by the source's call; . = no result given.
smiles	GPR7 antag	MEKK2 mut-MEK5	OXTR ag	NALP1 inh	MEKK3 PB1 HTS	M18AAP inhibitor	PHOSPHO1 inh	MEKK2 WT-MEK5	DNA FID counter
CCOC(=O)CSc1nc2ccccc2c(=O)n1CCN1CCOCC1	-13	-1	-0.9	-4	98	0	6	97	-8
CC(=O)Nc1ccc(NC(=O)c2ccccc2N(Cc2ccccc2)S(C)(=O)=O)cc1	-4	6	0.4	7	103	-1	32	108	-15
O=C(C[n+]1cc[nH]c1)c1ccc(Cl)cc1	-10	6	.	13	105	1	14	113	2
CCC(C)(C)n1nnnc1C(c1cc2cc(OC)ccc2[nH]c1=O)N1CCc2ccccc21 (stereo unspecified)	-3	-3	-1.6	5	103	0	7	87	-7
CCc1ccc(NC(=O)C(=O)N/N=C(\C)CC(=O)NCc2ccc(Cl)cc2)cc1	-11	9	-1.1	-4	103	4	16	103	-14
O=C(CCC1CCCCC1)Nc1ncn[nH]1	0	0	0.7	.	105	4	-7	110	-4
Cc1cc(C)c2oc(C(=O)Nc3ccc(S(=O)(=O)Nc4nccs4)cc3)cc(=O)c2c1	-20	-6	0.6	.	98	0	20	94	-22
Cn1c(SCc2ccc(Br)cc2)nnc1-c1ccccn1	-8	0	-2.5	-2	96	0	28	95	-24
O=C(Nc1nc(-c2cccnc2)cs1)c1ccccc1F	5	-11	0.6	-5	96	2	-19	88	3
Cn1c(N2CCOCC2)nc(-c2ccccc2)c1-c1ccccc1	19	.	-2.1	-27	.	7	-12	.	-12
COC(=O)c1ccccc1NC(=O)CSc1nc(-c2ccco2)cc(C(F)(F)F)n1	-8	-11	0.4	20	83	2	5	83	-3
CCCNS(=O)(=O)c1cc(CN2C(=O)c3cccnc3C2=O)ccc1OC	7	0	-0.2	11	103	-2	-16	101	-9
CCCn1c(C(CO)Nc2nc(C)cs2)nc2ccccc21 (stereo unspecified)	-7	-2	0.7	10	104	-4	-13	107	-13
CCN(CC)C(=O)CN1C(=O)c2cccc3cccc1c23	-8	-1	-1.1	-4	99	-5	.	104	-16
Cc1c2cnn(CC(=O)O)c(=O)c2c(C)n1Cc1ccccc1	-7	6	0.5	-6	108	3	3	111	-6
COc1ccc(C(=O)N=C2SC3CS(=O)(=O)CC3N2c2ccccc2)cc1OC (stereo unspecified)	5	0	-0.4	5	101	0	34	100	-22
COc1ccccc1CN(C)CC(=O)NC1CCCc2ccccc21 (stereo unspecified)	-10	3	-2.4	24	104	-5	38	109	2
COCCC(=O)N1CCC(Oc2ccc(C(=O)NCCc3ccccn3)cc2)CC1	-20	1	0.3	2	103	-9	21	104	-23
CCCCCN1N=C(C)CC1=O	2	3	-1.1	-7	105	13	-12	100	-19
CCCCNC(=S)NNC(=O)C1=NN(c2cc(C)ccc2C)C(=O)CC1	-4	4	0.0	-19	95	12	3	95	-18
CC1Cc2ccccc2N1C(=S)Nc1ccc(S(N)(=O)=O)cc1 (stereo unspecified)	-12	0	1.3	29	104	5	-4	102	-1
COc1cc(C(=O)Nc2ccc(NC(=O)c3ccccc3Cl)nc2)cc(OC)c1OC	-8	2	0.1	4	99	3	46	97	-26
Cc1ccc(CN(C(=O)c2cc(=O)c3cc(Cl)c(C)cc3o2)C2CCS(=O)(=O)C2)cc1 (stereo unspecified)	-2	6	-1.2	11	112	2	2	106	-32
CCCN(Cc1cc2cc(OC)ccc2[nH]c1=O)C(=O)c1ccco1	-11	-15	0.0	1	85	-2	-8	89	-23
CCCCNC(=O)CCn1c(=O)c2ccccc2n(Cc2cc(C)ccc2C)c1=O	-7	-2	-0.9	-25	89	-17	-31	92	-4

# The listing continues.
smiles	GPR7 antag	MEKK2 mut-MEK5	OXTR ag	NALP1 inh	MEKK3 PB1 HTS	M18AAP inhibitor	PHOSPHO1 inh	MEKK2 WT-MEK5	DNA FID counter
CC(=O)Nc1ccccc1NC(=O)C/C(C)=N/NC(=O)c1ccc([N+](=O)[O-])c(Cl)c1	-4	3	-2.3	17	108	15	4	104	-9
CNC(=O)COC(=O)/C=C/c1ccc(F)cc1	-7	-3	0.5	-2	99	5	20	94	2
CCN(CC)CCCn1c(C)cc2c(c1=O)C(c1cc(OC)c(OC)cc1OC)C(C#N)=C(N)O2 (stereo unspecified)	-5	6	0.8	12	105	-2	-3	108	4
CCOC(=O)c1c(NC(=O)CSc2nc3cccnc3n2C)sc(C(C)=O)c1C	-6	4	-0.8	5	106	9	41	102	-6
COc1cc(C2NC(=O)NC(c3ccccc3)=C2C(C)=O)ccc1OCC(=O)O (stereo unspecified)	-4	18	0.0	11	119	-3	6	119	-5
CCCc1cc(=O)[nH]c(SCC(=O)NCc2ccc3c(c2)OCO3)n1	-9	5	0.5	3	102	-1	37	105	-9
Cc1cccc(Cn2nc(C(C)(C)C)cc2C(=O)Nc2ccc(F)cc2)c1	-17	1	-0.2	.	109	-4	-2	109	-23
O=C(Nc1ccccc1)NC1(C(=O)N2CCN(C(=O)c3ccco3)CC2)CCCCC1	-1	5	0.0	21	109	-3	-33	113	-10
CCCCC[C@H]1CN(CCCC)C(=O)[C@@H]1CC(=O)NCc1ccccc1	14	-14	-2.5	18	88	2	-7	88	-42
O=C(O)c1cc2cccc(S(=O)(=O)N3CCOCC3)c2cc1O	2	-4	0.0	12	94	6	23	96	-7
NNC(=O)CSc1ncc(-c2ccccc2)[nH]1	-6	6	-1.2	5	102	4	-27	102	-6
COC(=O)Cc1ccc(NC(=S)NCc2ccc(S(N)(=O)=O)cc2)cc1	-5	0	2.3	2	99	1	-6	101	-4
COc1cccc(NC(=O)C(C#N)Cc2ccncc2)c1 (stereo unspecified)	-11	4	0.1	-3	106	-5	5	99	5
O=C(Nc1ccccc1)N(Cc1cccs1)C1CCCC1	-6	11	-0.2	-1	100	-2	20	104	-1
CN(C)c1ccc(C(C#N)c2ccccc2)nn1 (stereo unspecified)	-5	-2	-0.3	13	101	9	-20	95	-6
O=c1[nH]c(=O)n(Cc2ccco2)c2c1C(C(F)(F)F)(C(F)(F)F)N=C(CCC1CCCCC1)N2	-6	0	11	2	98	-2	20	97	-7
CC(=O)c1ccc(NC(=O)CSC(C)C)cc1	21	5	-0.2	2	102	-2	-3	107	3
COc1ccc(CCNC(=O)CSc2nc3[nH]ncc3c(=O)n2-c2ccc(Cl)cc2Cl)cc1OC	-7	-12	-0.6	19	69	-6	-8	77	-36
COc1ccc(C2=NS(=O)(=O)N(C)C(C(=O)NC3CCCCC3)=C2)cc1OC	0	3	1.2	9	102	4	-14	103	-21
Cc1ccc(N2CCN(C3=NC(=O)/C(=C\c4cn[nH]c4-c4ccccc4)S3)CC2)cc1	-5	0	-1.7	13	135*	-6	-8	103	-5
COc1cccc(C(=O)COc2ccccc2N2C(=O)C3C4C=CC(C4)C3C2=O)c1 (stereo unspecified)	-12	2	-0.5	21	97	1	-5	104	-14
COC(=O)c1ccccc1-c1ccc(/C=N/Nc2nc(N3CCCC3)nc(N3CCCC3)n2)o1	2	-7	-2.8	-41	98	1	16	95	-32
Nc1cc(N)nc(SCCOc2ccccc2)n1	-7	4	1.3	8	103	-1	18	103	0
CC(C)(C)c1nnc(NC(=O)Nc2ccc(Cl)cc2)s1	-17	2	-0.1	14	98	-6	4	-4.0*	-3
Cc1ccc(Cl)cc1N1CCN(C(=O)Cc2c(C(=O)O)[nH]c3ccc(Cl)cc23)CC1	1	5	0.5	-4	106	2	-1	107	-31

# Additional compounds
smiles	GPR7 antag	MEKK2 mut-MEK5	OXTR ag	NALP1 inh	MEKK3 PB1 HTS	M18AAP inhibitor	PHOSPHO1 inh	MEKK2 WT-MEK5	DNA FID counter
Cc1nnc(SCC(=O)NNC(=O)C(C)C)[nH]c1=O	3	4	-0.2	7	134*	-1	7	106	1
COc1ccc(Nc2c3c(nc4ccccc24)CCCC3)cc1OC	-20	6	-0.7	10	103	5	-3	110	0
CC(C)OC(=O)c1c(N)n(CCCN2CCOCC2)c2nc3ccccc3nc12	-10	3	-0.6	32	101	13	9	101	4
Cc1cc(C)c2c(c1)/C(=C/C(=O)c1ccc(Br)s1)C(=O)N2	4	-1	0.4	3	101	5	10	95	-1
COc1ccccc1NC(=O)NCc1ccc(C)n1C	-3	7	-0.1	3	107	3	2	109	2
CC1(/[N+]([O-])=C/c2ccc(F)cc2)CCCCC1=O (stereo unspecified)	-18	12	0.2	18	114	1	16	105	2
Cc1ccc(-c2cc(C(=O)NC3CCCCC3)no2)cc1	-3	0	-0.4	-13	100	-7	28	98	-8
C#CCNC(=O)c1ccc(OCc2ccccc2)cc1Cl	10	-11	-0.1	17	93	-4	3	89	-6
Fc1ccc(-c2noc(C3CCN(Cc4cccnc4)CC3)n2)cc1	8	13	4.2	13	106	0	-18	113	-7
COc1ccccc1N(Cc1cc2cccc(C)c2[nH]c1=O)C(=O)C(C)C	-6	1	1.0	-10	101	-6	-4	98	-18
Cc1ccc2nc(NC(=O)CS(=O)(=O)Cc3ccccc3)sc2c1	0	-23	3.5	.	81	-19	10	81	-15
COC(=O)c1cnn2c(C)c(Cc3cccc(F)c3)c(C)nc12	0	7	0.5	1	102	2	-15	107	-5
CCC(=O)N1CCN(c2ccccc2NC(=O)c2cccc(C)c2)CC1	-1	-1	-0.7	12	93	5	17	97	-28
O=c1[nH][nH]c(C(F)(F)F)c1C=Nc1ccccc1Cl	-12	5	-0.4	-10	108	2	-19	105	2
Cc1cc(C(=O)CSc2nnc(-c3cccnc3)n2-c2ccccc2)c(C)n1CC1CCCO1 (stereo unspecified)	-9	-2	0.4	-5	96	8	74*	96	-13
CCCNCc1cc(Cl)c(OCC)c(Cl)c1	-7	4	0.4	-47	114	0	-7	101	3
COCCNC(=O)c1ccccc1NS(=O)(=O)c1ccc(C)c([N+](=O)[O-])c1	-11	-2	-0.3	25	101	-7	14	97	-3
CCOc1ccc(OCC)c(NC(=O)CC2Oc3ccccc3NC2=O)c1 (stereo unspecified)	2	8	-1.4	-3	120	-9	-7	118	-9
CCC(C)NC(=O)C1CC(c2ccc(OC)cc2)=NO1 (stereo unspecified)	-3	9	0.4	6	104	-12	24	102	-4
CC1CCC(NC(=O)C2(C)CCC(=O)N2Cc2cccnc2)CC1 (stereo unspecified)	-7	10	0.2	9	105	-3	6	109	-3
N=c1n(CCCOc2ccc(F)cc2)c2ccccc2n1CC(N)=O	-9	10	-0.6	.	105	-1	42	109	7
C/C(Nc1ccccc1C(F)(F)F)=C1/CCOC1=O	-11	1	-0.4	26	103	-5	53	104	0
COC(=O)c1sccc1NC(=O)c1c(Cl)cccc1Cl	-22	7	-2.3	3	103	-2	14	109	-12
CC1=CC2CC1C1C(=O)N(c3ccc(S(=O)(=O)Nc4nc(C)cc(C)n4)cc3)C(=O)C21 (stereo unspecified)	-15	-1	1.1	.	102	0	1	102	-20
O=C(NCCc1ccccc1)C1CCN(S(=O)(=O)c2cccc3nonc23)CC1	-1	4	0.1	5	101	0	-4	99	-1
Cc1cccc(Oc2sc(C(=O)c3ccccc3)c(N)c2C#N)c1	-6	2	-1.8	-11	105	-2	20	106	-6

# A portion taken from the entries so far, for reference:
smiles	GPR7 antag	MEKK2 mut-MEK5	OXTR ag	NALP1 inh	MEKK3 PB1 HTS	M18AAP inhibitor	PHOSPHO1 inh	MEKK2 WT-MEK5	DNA FID counter
Cc1nnc(SCC(=O)NNC(=O)C(C)C)[nH]c1=O	3	4	-0.2	7	134*	-1	7	106	1
COc1ccc(Nc2c3c(nc4ccccc24)CCCC3)cc1OC	-20	6	-0.7	10	103	5	-3	110	0
CC(C)OC(=O)c1c(N)n(CCCN2CCOCC2)c2nc3ccccc3nc12	-10	3	-0.6	32	101	13	9	101	4
Cc1cc(C)c2c(c1)/C(=C/C(=O)c1ccc(Br)s1)C(=O)N2	4	-1	0.4	3	101	5	10	95	-1
